USP2a inh – qHTS Assay for Inhibitors of Ubiquitin-specific Protease USP2a Using CHOP2 as the Reporter | Potency, µM (titrated, usually from 38.3 µM), for the others: top-dose activity change, negative = inhibition, most hits filed as inhibitors | USP2 core, Ub-CHOP2 coupled fluorogenic reporter, 485/531 | 330,000 tested, 0.01% active | Ubiquitin carboxyl-terminal hydrolase 2 (Homo sapiens), O75604;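 also: potency is read from the fitted curve at half-maximal effect; plate controls were DMSO wells for no effect and full inhibition by NEM control for full effect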
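Deubiquitinase activity read as fluorescence (485/531 nm) after Ub-CHOP2 cleavage activates the enterokinase reporter on its substrate; USP2 core 10nM, Ub-CHOP2 and substrate 25nM each, 30min compound preincubation then 60min RT; data normalized to NEM, curves fitted.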
Eya2 phos inh – qHTS Assay for Inhibitors of the Phosphatase Activity of Eya2; Protein phosphatase EYA2 (Homo sapiens), O00167; recombinant Eya2, OMFP fluorescence dephosphorylation (OMFP is methylfluorescein phosphate); Potency, µM (doses to about 76.9 µM), for the others: at the top dose activity, negative = inhibition, hits mostly inhibitors; 330,000 tested, 0.006% active; also: potency is read from the fitted curve at half-maximal effect
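Eya2 protein (added as 0.2 uM solution) was preincubated with compound for 10 min at ambient temperature in 50 mM HEPES pH 7.5, 50 mM NaCl, 5 uM MgCl2, 0.05% BSA, 1 mM DTT. OMFP (added at 50 uM) then reacted 10 min; fluorescence read at 485/525 nm.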
KCNH2 3.1 block – qHTS for Inhibitors of KCHN2 3.1: Mutant qHTS | 340,000 tested, 0.95% active | activity change, % (tested at about 1.8 µM) | U2OS KCNH2 3.1, thallium flux FluxOr; hits give low values | Potassium voltage-gated channel subfamily H member 2, brain isoform KCNH2 3.1 (human);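 active = maximum activity change below -70%; inconclusive = maximum activity change from -70% to -50%; inactive = maximum activity change above -50%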;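 also: thallium influx rate constant from kinetic fluorescence after stimulation buffer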
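Steps: virus added to U2OS suspension (4 h, RT, dark); medium with 10% FBS added, cells plated, 37 C overnight; FluxOr/Red40 loading buffer 45 min RT; stimulation buffer, 2 min kinetic read; rate constant normalized.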
uPA generation – qHTS for Inhibitors of Cell Surface uPA Generation. cell surface uPA generation assay, qHTS. Potency, µM (top dose mostly 38.3 µM), for the others: top-dose activity change, negative = inhibition, most hits filed as inhibitors. 330,000 tested, 0.31% active. AID 540303, 2011; active = well fitted inhibition curve with a large enough effect; inconclusive = small, poorly fitted or top-dose-only effect; inactive = no such curve, though single readings can be large or run the other way; tested in mouse RAW 264.7 cells; also: potency is read from the fitted curve at half-maximal effect; nearly all actives have a fitted effect of over 55% in size
B2AR arrestin – qHTS assay of beta-arrestin-biased ligands of beta2-adrenergic receptor; Potency, µM (top dose mostly 46.1 µM), for inactives: at the top dose activation, usual class: activators; 330,000 tested, 0.02% active; beta-arrestin recruitment to beta2AR, cell-based reporter;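 also: potency is read from the fitted curve at half-maximal effect; 0% = DMSO controls and full agonism = EC100 isoproterenol or metaproterenol; nearly all actives have a fitted effect of over 65% in size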
Target sequence (P07550 whole entry, looked up): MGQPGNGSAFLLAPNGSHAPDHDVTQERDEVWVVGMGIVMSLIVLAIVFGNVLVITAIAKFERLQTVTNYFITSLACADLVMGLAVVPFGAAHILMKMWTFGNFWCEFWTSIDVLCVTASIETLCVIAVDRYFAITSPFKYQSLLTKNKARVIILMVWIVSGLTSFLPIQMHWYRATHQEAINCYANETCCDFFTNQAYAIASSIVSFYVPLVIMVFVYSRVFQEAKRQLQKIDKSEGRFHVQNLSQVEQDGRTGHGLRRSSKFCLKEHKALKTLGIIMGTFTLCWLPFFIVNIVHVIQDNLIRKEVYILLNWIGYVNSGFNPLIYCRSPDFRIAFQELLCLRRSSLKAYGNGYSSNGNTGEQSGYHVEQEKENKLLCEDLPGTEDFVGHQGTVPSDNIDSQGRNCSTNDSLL
PKM2 activator – qHTS Assay for Activators of Human Muscle isoform 2 Pyruvate Kinase; Pyruvate kinase PKM (Homo sapiens), P14618; purified PKM2, Kinase-Glo ATP luminescence, activation; response scale: 0% is enzyme alone, no compound; Potency, µM (titrated, usually from 57.5 µM), for the others: at the highest dose activation, usual class: activators; 260,000 tested, 0.34% active; AID 1631, 2009; also: potency is read from the fitted curve at half-maximal effect; nearly all actives have a fitted effect of over 55% in size
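Purified hPK-M2 (>95% pure) converted ADP (0.1 mM final) to ATP with 0.5 mM PEP in 50 mM imidazole pH7.2, KCl, MgCl2, Tween 20, BSA; 1 h at room temperature. ATP detected by Kinase-Glo luminescence.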
hERG WT inh – qHTS for Inhibitors of KCHN2 3.1: Wildtype qHTS. Voltage-gated inwardly rectifying potassium channel KCNH2 (Homo sapiens), Q12809. 340,000 tested, 0.37% active. U2OS, BacMam KCNH2, thallium flux FluxOr; hits give low values. activity change, % at 1.84 µM;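 active = maximum activity change below -70%; inconclusive = maximum activity change between -70% and -50%; inactive = maximum activity change above -50%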
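U2OS cells were transduced with wild-type KCNH2 virus (2.03 x 10^8 / mL) for 4 h at room temperature, then cultured overnight at 37 C. Thallium flux was read with FluxOr dye. Rate constants were normalized to DMSO controls.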
Chronic BCR inh – qHTS Assay to Find Inhibitors of Chronic Active B-Cell Receptor Signaling; 340,000 tested, 0.05% active; Potency, µM (series often up to 46.1 µM), for inactives: top-dose ratio change, negative = lower green/red ratio, hits mostly inhibitors; ABC-DLBCL IkBa-CBG/CBR reporter, luminescence ratio, 4 h; active = well fitted inhibition curve with a large enough effect in the signal ratio, with a control signal flat, not every such curve was filed as active; inconclusive = small, poorly fitted or top-dose-only effect, or effect the other way, or a change in a side signal; the % refers to the signal ratio;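 also: potency is read from the fitted curve at half-maximal effect; plate controls were basal doxycycline-induced cells for no effect and cells given 10 µM MG132 for full effect; MG132 reads +100%, hits lower the ratio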
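Doxycycline induced both beetle luciferases in TMD8 lymphoma cells; IKK-driven degradation limits the IkappaBalpha-fused green signal, while red luminescence normalises for cell number and nonspecific effects. Compounds tested up to 46 uM, 4 hrs.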
Giardia kill – Small Molecules that selectively kill Giardia lamblia: qHTS; AID 540267, 2011; Giardia lamblia trophozoite viability; activity change, % at 7.66 µM, hits read low; 340,000 tested, 0.15% active; in the data active = activity change below about -80%; inconclusive = between about -30% and that limit;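 also: parasites exposed to compound for two days anaerobically before the ATP read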
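Luminescent ATP signal served as the viability read-out, measured 15-30 min after adding ATP detection reagent to trophozoites that had been incubated with compounds for 48 hrs at 37 deg C anaerobically at 100 cells/well.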
GALK inh – qHTS Assay for Inhibitors of Human Galactokinase (GALK). P51570. Purified GALK, Kinase-Glo residual ATP luminescence. Potency, µM (top dose mostly 57.5 µM), for the others: top-dose activity change, negative = inhibition, usual class: inhibitors. 270,000 tested, 0.007% active. AID 1868, 2009; also: potency is read from the fitted curve at half-maximal effect
Target sequence (P51570 whole entry, looked up): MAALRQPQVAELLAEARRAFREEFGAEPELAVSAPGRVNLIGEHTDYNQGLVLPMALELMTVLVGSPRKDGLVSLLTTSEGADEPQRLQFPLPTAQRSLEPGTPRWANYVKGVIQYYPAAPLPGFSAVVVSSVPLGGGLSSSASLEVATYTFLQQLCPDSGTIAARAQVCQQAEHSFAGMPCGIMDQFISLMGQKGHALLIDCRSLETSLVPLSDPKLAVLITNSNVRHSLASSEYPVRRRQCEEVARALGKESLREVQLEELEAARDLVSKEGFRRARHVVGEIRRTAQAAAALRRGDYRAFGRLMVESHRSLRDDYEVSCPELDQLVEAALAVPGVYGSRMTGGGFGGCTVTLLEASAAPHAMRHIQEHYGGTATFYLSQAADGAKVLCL
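Luminescence from leftover ATP (Ultra-Glo luciferase/luciferin) served as read-out after a 1 h room-temperature reaction of 5 nM GALK with 35 uM ATP and 100 uM galactose.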
FBPA coupling cs – qHTS Assay for Inhibitors of Fructose-1,6-bisphosphate Aldolase from Giardia Lamblia: Coupling assay counterscreen | coupling enzyme system counterscreen, AmpLite Red fluorescence | activity change, negative = inhibition, % at 58.2 µM, hits read low | 290,000 tested, 0.67% active | AID 2472, 2010; in the data active = activity change below about -30%
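Activity here indicates interference with the coupling reaction, not aldolase inhibition. Compounds at 57.5 uM final met coupling enzymes for 10 min at RT; substrate and AmpLite Red detection followed, with a 525/598 nm fluorescence read after 20 min.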
Starred values were filed as active, the others as inactive; ? = inconclusive; . = not tested or not shown; [ ] = remark or other dose. Unless noted, calls follow the shape of the dose curve; as a rule, active = well fitted curve in the direction sought with a large enough effect; inconclusive = small, poorly fitted or top-dose-only effect, or another doubt; inactive = no such curve, though single readings can be large; an effect the other way counts as inactive or inconclusive. Unless noted, % is scaled to controls: 0 for no effect and ±100 for the full control effect.

SMILES | USP2a inh | Eya2 phos inh | KCNH2 3.1 block | uPA generation | B2AR arrestin | PKM2 activator | hERG WT inh | Chronic BCR inh | Giardia kill | GALK inh | FBPA coupling cs
CC1CCN(CCNC(=O)c2ccc(NC(=O)C3CCCO3)cc2)CC1 (stereo not given) | 0% | -21% | 4 | 4% | -0.2% | -1% | 1 | 9% | 2 | 4% | 1
COC(=O)c1c(NC(=O)COC(=O)c2ccc(O)cc2)sc2c1CCCCC2 | 1% | -4% | 20 | 5% | -0.3% | -9% | 13 | -3% | -17 | -2% | 0
O=C(C[n+]1cc(-c2ccc(Cl)c(Cl)c2)n2c1CCC2)N1c2ccccc2Sc2ccccc21 | -6% | -14% | 4 | 4% | 0.4% | 11% | -2 | -12% | -21 | -1% | 1
COCCCNC(=O)C(=O)Nc1cc2c3c(c1)CCN3C(=O)CC2 | 1% | 1% | -2 | -11% | -0.2% | . | 4 | -9% | 3 | 4% | 1
Cc1nc2ccc(NC(=O)Cc3cccc(F)c3)cc2s1 | -1% | 2% | -5 | 7% | -0.1% | 1% | -2 | 10% | 5 | 11% | 2
CCN(CC)CCSc1nnc2c3ccccc3n(CCc3ccccc3)c2n1 | 6% | -2% | 1 | ? | -0.3% | . | 21 | 1% | 9 | 0% | -1
CC(C)(C)OC(=O)CNC(=O)c1nc[nH]c1C(=O)NCc1ccccc1 | 4% | -1% | 0 | 1% | 0.3% | -1% | -8 | -9% | 33[activator] | . | 1
CC(C)(C)C(=O)COC(=O)c1ccc(O)cc1 | 0% | -14% | 0 | 0% | 0.0% | 0% | -5 | 6% | -11 | -2% | -2
Cn1nccc1NC(=O)c1nccnc1C(=O)O | 0% | -5% | 34 | 1% | 0.2% | -7% | -31 | -3% | 4 | . | 1
COc1cccc(CNC(=O)CCCCCNC(=O)N2CCn3c2nc2ccccc23)c1 | 3% | -5% | -15 | 4% | -0.4% | -4%[0.46 µM] | -6 | -4% | 11 | 0% | -2
O=C(NC1CCCCC1)C1CCN(C(=O)NCc2ccccc2)CC1 | 2% | -18% | -10 | 3% | 2.7% | -2% | -5 | 2% | 3 | 1% | 1
O=C(NCCN1C(=O)S/C(=C\c2ccc(Cl)c(Cl)c2)C1=O)c1cnccn1 | 4% | 7% | 1 | 2% | 0.0% | 1% | -2 | -6% | -1 | 0% | -3
O=C(CNC(=O)c1cccs1)NCC(=O)OCc1ccccc1Br | 0% | -4% | 1 | 4% | -0.2% | 1% | -3 | ? | -21 | 2% | 4
Cc1ccc(C(=O)C=CNNC(=O)c2ccccc2)cc1 | 2% | 1% | 19 | -4% | 0.3% | 1% | 2 | ? | -18 | -1% | -5
O=C(CCC1CCCCC1)NNC(=O)NC12CC3CC(CC(C3)C1)C2 | -2% | 2% | 1 | -1% | -0.1% | -16% | -19 | ? | -2 | 0% | 7
CCOC(=O)CC(=O)CSc1nc(-c2ccccc2)cc(-c2ccccc2)c1C#N | 1% | -20% | -4 | -2% | -0.6% | -3% | 2 | 17% | 11 | -1% | -1
O=C(CSc1cccc(C(F)(F)F)c1)Nc1ccc(N2CCOCC2)cc1 | 1% | -9% | 9 | 1% | -2.1% | . | 9 | 0% | -15 | . | .
Cc1nn(CC(=O)Nc2cccnc2N2CCOCC2)c(=O)c2ccccc12 | 3% | 0% | . | . | -0.5% | -1% | . | -1% | . | 6% | -4
COc1ccccc1N(CC(=O)NCCSCc1ccc(C)cc1)S(=O)(=O)c1ccccc1 | -9% | -9% | -20 | -3% | -0.4% | -3% | -15 | ? | ? | 2% | .
c1ccc(Cn2nnc3c(N4CCC5(CC4)OCCO5)ncnc32)cc1 | 2% | -26% | ? | 2% | 0.2% | 2% | 17 | -11% | -5 | 0% | 0
COC(=O)c1sc(-c2ccccc2)cc1NC(=O)c1ccc(OC)cc1 | 1% | 4% | -9 | 7% | -0.3% | -3% | . | ? | -13 | 2% | -1
CCCCOC(=O)Nc1ccc(C(N)=O)cc1 | 1% | -6% | 8 | -7% | 0.4% | 1% | 4 | 0% | -13 | 0% | 2
O=C(c1ccc(=O)[nH]c1)N1CCN(S(=O)(=O)c2ccccc2)CC1 | -4% | -7% | . | -1% | -0.6% | -16% | -7 | 0% | -10 | -2% | .
CCn1c(SC(C)C)nnc1-c1cc(-c2ccccc2)sc1N | -1% | 2% | -9 | -5% | -0.3% | 2% | 1 | 7% | 17 | -1% | 2
CCN(CC)CCN(C(=O)c1ccc(C(=O)c2ccccc2)cc1)c1nc2ccc(OC)cc2s1 | 2% | -3% | 5 | 2% | -0.7% | 1% | 25 | 10% | 4 | -6% | 1

2 compounds from above, limited to Giardia kill, Chronic BCR inh and uPA generation:
SMILES	Giardia kill	Chronic BCR inh	uPA generation
CC1CCN(CCNC(=O)c2ccc(NC(=O)C3CCCO3)cc2)CC1 (stereo not given)	2	9%	4%
COC(=O)c1c(NC(=O)COC(=O)c2ccc(O)cc2)sc2c1CCCCC2	-17	-3%	5%

More records follow.
SMILES | USP2a inh | Eya2 phos inh | KCNH2 3.1 block | uPA generation | B2AR arrestin | PKM2 activator | hERG WT inh | Chronic BCR inh | Giardia kill | GALK inh | FBPA coupling cs
Cc1cccc(NC(=O)C[n+]2ccccc2)c1 | -1% | -11% | -10 | 2% | -1.1% | -4% | -14 | -1% | -11 | -1% | 3
COc1ccccc1-n1cnnc1SCC(=O)NC1CCCC1 | 1% | -16% | 6 | 11% | 0.1% | . | -5 | -9% | -7 | . | .
NNC(=O)c1sc(-c2ccccc2)cc1N | -4% | -10% | 12 | -9% | 0.0% | -1% | 7 | ? | -2 | -3% | -1
O=C(CSc1nnc(COc2ccc(F)cc2)o1)N1CCCCC1 | 3% | 4% | 9 | 0% | -0.1% | . | -7 | -2% | -4 | 3% | 0
Cc1ccc(NC(=O)NCc2c(C)nn(C)c2C)cc1Cl | 9% | 7% | -8 | 0% | 0.2% | 2% | 5 | 2% | 17 | -1% | -1
CC(=O)Nc1ccc(C(=O)OCC(=O)N(Cc2ccccc2)C(C)(C)C)cc1 | 2% | -8% | -4 | 0% | -0.1% | 8% | -7 | -9% | 5 | -2% | 4
CN1c2ccccc2C(C)(C)C12CCCC(=O)N2 (stereo not given) | 1% | 3% | -7 | -1% | 0.1% | 20% | 1 | ? | 4 | -1% | -18
Cc1ccccc1-c1n[nH]c(=S)n1/N=C/c1ccc(-c2ccccc2Br)o1 | -6% | 16% | 1 | -13% | -0.1% | -4% | -1 | 2% | 0 | -2% | 0
O=C(CCCc1nc(-c2ccccc2)no1)N1CCOCC1 | 0% | 15% | -3 | 3% | -0.9% | -13% | 10 | ? | -3 | 3% | 1
O=C(CSc1nc(C(F)(F)F)cc(=O)[nH]1)Nc1nccs1 | 0% | 0% | 13 | 2% | 0.3% | . | -5 | -7% | -9 | . | .
CCCOc1ccc2c(C)c(CC(=O)OC)c(=O)oc2c1 | 0% | -16% | 24 | -1% | 0.2% | 0% | 1 | -2% | 4 | -2% | 0
CC(C)c1nn(-c2cc(C(F)(F)F)ccn2)c(=O)o1 | -2% | 6% | 4 | 5% | -0.2% | 0% | -2 | 4% | -22 | 4% | 4
O=C1COc2ccc(C(=O)c3ccccc3C(=O)NCc3ccccc3)cc2N1 | -2% | -15% | -3 | -1% | 0.0% | 0% | -3 | -9% | -9 | 3% | 0
CC1(C)CCC(=O)N2CC[C@H]3C[C@H](OC(=O)Nc4ccccc4)C[C@@H]1[C@H]32 | -1% | 0% | 6 | -15% | 0.4% | -10% | -6 | ? | -12 | . | 2
COC(=O)c1nn(-c2ccccc2)c(Sc2ccc(Br)cc2)c1/C=N/O | 4% | 9% | -2 | -2% | -0.9% | 3% | -8 | ? | 19 | -5% | -1
CCc1nnc(N/N=C/c2ccc(O)c(OC)c2)n1N | 4% | 3% | -9 | -30% | -2.9% | 4% | 0 | ? | 5 | -1% | 0
COc1ccc(CCNC(=O)C(NS(=O)(=O)c2cccc3nsnc23)C(C)C)cc1OC (stereo not given) | -1% | 3% | 5 | -1% | 0.0% | . | -2 | 1% | -8 | -3% | .

Screening data: PubChem, National Center for Advancing Translational Sciences (NCATS)

Not a hit list; any-hit rate near 2.4%.
